# Screens deposited in PubChem by National Center for Advancing Translational Sciences (NCATS).
# GAA inhib – inhibitors of human lysosomal alpha-glucosidase | P10253 | purified human GAA, 4-MU-alpha-glucoside fluorescence | Potency, µM (top dose mostly 76.9 µM), for the others: top-dose activity change, negative = inhibition, most hits filed as inhibitors | 200,000 compounds, 0.005% hits;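 further: potency means the concentration at half of the fitted maximal effect; plate controls were uninhibited enzyme wells for no effect and no-enzyme background for full effect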
#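 Fluorescence at Ex 365/Em 440 nm from 4-methylumbelliferone reported enzyme activity after 20 min at room temperature. Reactions used 4 nM enzyme and 400 uM substrate at pH 5.0; curves fitted with the Hill equation.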
# GAA spleen mod – inhibitors or activators of human alpha-glucosidase in spleen homogenate. P10253. human spleen homogenate, 4-MU-alpha-glucoside fluorescence. Potency, µM (highest dose often 79.9 µM), inactives show top-dose activity change, negative = inhibition, actives largely listed as inhibitors. 240,000 compounds, 0.006% hits;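 further: potency means the concentration at half of the fitted maximal effect; 0% = enzyme with vehicle and -100% = no enzyme basal signal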
#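 Compounds were titrated against alpha-glucosidase in spleen homogenate at pH 5.0, with 1 mM 4-methylumbelliferyl substrate for 40 min at 37 C. Reactions were quenched with pH 10 NaOH/glycine and fluorescence measured.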
# HTT ATP protect – cytoprotection in Huntington HTT-Q103 PC12 cell model; PC12 HTT-Q103 induced, cytoprotection, ATP luminescence, 40 h; Potency, µM (top dose mostly 56.4 µM), without a hit: cytoprotection (ATP increase), usual class: activators; AID 1471; 230,000 compounds, 0.14% hits;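 further: potency means the concentration at half of the fitted maximal effect; % of control where 0% means no effect; nearly all actives have a fitted effect of over 45% in size; toxic huntingtin expression switched on by the ecdysone agonist tebufenozide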
#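 Cells were plated at 1500 per well in phenol red-free DMEM with 5% equine and 5% calf serum. Tebufenozide (100 nM final) and compounds were added, then ATPlite reagent, and luminescence was read.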
# CBFb RUNX1 block – CBF-beta/RUNX1 interaction disruption; Q01196+Q13951; AlphaScreen CBFb-His/RUNX1-biotin binding, biochemical; Potency, µM (series often up to 59.8 µM), for inactives: at the top dose activity, negative = inhibition, hits mostly inhibitors; 230,000 tested, under 10 active; AID 1477; further: % of control where 0% means no effect
# Target sequence (Q01196 whole entry, looked up): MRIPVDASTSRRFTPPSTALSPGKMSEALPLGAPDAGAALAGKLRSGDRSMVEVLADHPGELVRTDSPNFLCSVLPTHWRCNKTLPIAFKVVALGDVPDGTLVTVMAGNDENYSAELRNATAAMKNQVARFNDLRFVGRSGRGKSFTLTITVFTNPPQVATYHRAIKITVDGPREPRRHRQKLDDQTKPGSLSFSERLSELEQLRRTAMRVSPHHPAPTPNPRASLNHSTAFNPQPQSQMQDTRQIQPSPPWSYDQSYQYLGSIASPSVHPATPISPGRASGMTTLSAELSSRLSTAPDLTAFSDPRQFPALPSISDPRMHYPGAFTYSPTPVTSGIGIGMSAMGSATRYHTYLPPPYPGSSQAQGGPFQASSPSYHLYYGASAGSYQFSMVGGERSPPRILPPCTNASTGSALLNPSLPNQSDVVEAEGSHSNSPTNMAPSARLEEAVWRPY
# Target sequence (Q13951 whole entry, looked up): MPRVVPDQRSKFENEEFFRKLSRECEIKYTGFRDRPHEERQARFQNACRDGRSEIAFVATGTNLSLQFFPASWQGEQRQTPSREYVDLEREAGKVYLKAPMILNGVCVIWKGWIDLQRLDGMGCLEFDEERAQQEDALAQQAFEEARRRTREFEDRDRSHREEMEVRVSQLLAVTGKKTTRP
#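 AlphaScreen binding: CBFb-His and RUNX1-biotin (30 nM each) preincubated 20 min, compound added for 15 min, then nickel and streptavidin beads for 90 min, all at room temperature. Disruption of the interaction by any mechanism counts as activity.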
# GAA glycogen mod – inhibitors or activators of human alpha-glucosidase glycogen cleavage; Potency, µM (series often up to 76.4 µM), without a hit: top-dose activity change, negative = inhibition, most hits filed as inhibitors; AID 2100; 300,000 compounds, 0.38% hits; recombinant GAA, glycogen substrate, Amplex Red glucose oxidase fluorescence;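 further: potency means the concentration at half of the fitted maximal effect; 0% = full enzyme reaction and -100% = no-enzyme basal signal; the screen sought inhibitors and activators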
#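 Natural-substrate format: glycogen cleavage by 4 nM human enzyme, glucose read by Amplex Red coupling (Ex 573, Em 610 nm). Normalized to enzyme and no-enzyme controls.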
# HTT aggregate – reduces HttQ103-GFP aggregates in PC12 cells; PC12 HttQ103-GFP aggregates, Acumen cytometry, 40 h; 220,000 compounds, 1.1% hits; Potency, µM (highest dose often 46.1 µM), for inactives: at the highest dose activity change, negative = inhibition, hits mostly inhibitors; further: potency means the concentration at half of the fitted maximal effect; on the % scale 0 is the no-effect control and ±100 the full control effect; nearly all actives have a fitted effect of over 60% in size
#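 Ecdysone-promoter PC12 model expressing HTT exon 1 Q103 fused to GFP, induced by tebufenozide at 100 nM final. Compounds titrated; aggregates sized 1–25 µm scored on a 488 nm laser cytometer.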
# Lamin A splicing – modulators of lamin A splicing | HeLa LMNA splicing GFP/RFP minigene ratio, 48 h | Potency, µM (doses to about 46.1 µM), without a hit: at the highest dose ratio change, negative = inhibition, usual class: inhibitors | AID 1487 | 200,000 compounds, 0.01% hits; active means well fitted inhibition curve with a large enough effect in the signal ratio, with a control signal flat, not every such curve was filed as active; inconclusive means small, poorly fitted or top-dose-only effect, or effect the other way, or a change in a side signal; the % refers to the signal ratio; further: potency means the concentration at half of the fitted maximal effect; on the % scale 0 is the no-effect control and ±100 the full control effect
#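 S3 HeLa cells stably expressing lamin A-EGFP splicing minigene plus DsRed2, 600 cells/well, 48 h compound exposure at 37C. Laser-scanning cytometry; analysed as GFP (500-530 nm)/RFP (575-640 nm) total intensity ratio; 0.5% DMSO vehicle.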
# * marks the source's active call; other numbers are inactive results; ? = inconclusive; / = no result given; & = joins results of further samples; [ ] = another dose, or the depositor's remark. Unless noted, the call rests on the fitted dose curve; in most records, active means well fitted curve in the direction sought with a large enough effect; inconclusive means small, poorly fitted or top-dose-only effect, or another doubt; inactive means no such curve, though single readings can be large; an effect the other way counts as inactive or inconclusive.
SMILES,GAA inhib,GAA spleen mod,HTT ATP protect,CBFb RUNX1 block,GAA glycogen mod,HTT aggregate,Lamin A splicing
CC(C)CCNC(=O)C(c1ccncc1)N(C(=O)Cn1nnc(-c2ccc(F)cc2)n1)c1ccccc1F (centres undefined),2%,0%,1%[10 µM],-3%,6%,19%,-18%[46 µM]
CN1C(C(=O)Nc2ccccn2)=C(O)c2sccc2S1(=O)=O,?,8%,-14%,0%,-10%,-21%,?
COc1ccc(NC(C#N)c2ccccc2OCc2ccccc2)cc1 (centres undefined),-4%,-5%,-1%[10 µM],21%,?,4%,?
COc1ccc(C(=O)CC(c2ccccc2)C2CCCCC2=O)cc1 (centres undefined),-7%,-10%,-1%,4%,-6%,6%,-11%
COc1ccc(OC)c2c1CCC2=O,19%,?,13%[10 µM],-8%,1%,21%,-13%
CC1CN(C(=O)c2ccc(CNS(=O)(=O)c3cccc(C(F)(F)F)c3)cc2)CC(C)O1 (centres undefined),-7%,-4%,18%[1.9 µM],14%,2%,-16%,-5%
CCOC(=O)N1CCC(=NNc2ncc(C(F)(F)F)cc2Cl)CC1,-4%,-24%,-35%[inhibitor],-10%,?,-3%,-10%[46 µM]
O=C(Nc1ccc(C(=O)NC2CCCCC2)cc1)c1cncc(Br)c1,7%,0%,5%[10 µM],9%,13%,-16%[9.22 µM],23%[46 µM]
O=C(CNC(=O)c1ccccc1F)NCCOc1ccccc1Cl,-6%,5%,11%[10 µM],9%,4%,-8%,-8%
CC(C)C1C2=C(CC(C)(C)CC2=O)ON1c1ccccc1 (centres undefined),5%,-3%,31%[1.9 µM],0%,-8%,-5%,8%
CCC(=O)N1CCc2cc(S(=O)(=O)N(CC)c3cccc(C)c3)ccc21,-3%,-3%,?,-3%,2%,2%,-5%
CCCCC1=CC2=CC(=O)C(C)(OC(=O)CC)C(=O)C2=CN1c1ccc(OC)cc1 (centres undefined),/,6%[17.4 µM],0%&-28%[10 µM],?,3%,-17%[9.22 µM],-4%[9.22 µM]
CCCN(CCC)C(=O)C1CCN(c2cc(C)nc3c(-c4ccc(OC)c(OC)c4)c(C)nn23)CC1,-2%,-7%,4%[10 µM],0%,4%,8%,?
N#Cc1c(N2CCOCC2)nc(N2CCCCC2)c2c1CCN(C1CCCCC1)C2,2%,-4%,-8%,-1%,7%,-11%,14%
Cc1ccc(Cl)cc1N1CCN(C(=O)CN(C2CCCCC2)S(C)(=O)=O)CC1,3%,-4%,30%[10 µM],0%,-1%,?,?
Cc1cc(=O)[nH]c(SCCCOc2ccccc2Cl)n1,-1%,3%,-18%,23%,5%,?,-5%
Cc1cc([N+](=O)[O-])ccc1N=Nc1c(N)[nH]n(-c2ccccc2)c1=O,-6%,5%,/,-16%,19%,-4%,/
COc1ccccc1C1C=C(c2ccccc2)Nc2nnnn21 (centres undefined),5%,-7%,-12%[10 µM],0%,-7%,13%,-15%
Cc1cccc(C)c1NC(=S)NC1CCCCC1,2%,-4%,18%[10 µM],-5%,-17%,9%,-9%
Cc1cccc(N(CC(=O)Nc2ccc(F)cc2)S(C)(=O)=O)c1,-27%,-3%,1%,2%,7%,-5%,-13%

# Profiles from above. Values in the order: GAA inhib	GAA spleen mod	HTT ATP protect	CBFb RUNX1 block	GAA glycogen mod	HTT aggregate	Lamin A splicing
# Record of `Cc1ccc(Cl)cc1N1CCN(C(=O)CN(C2CCCCC2)S(C)(=O)=O)CC1` → 3%	-4%	30%[10 µM]	0%	-1%	?	?
# Record of `COc1ccc(OC)c2c1CCC2=O` → 19%	?	13%[10 µM]	-8%	1%	21%	-13%
# Record of `CCCN(CCC)C(=O)C1CCN(c2cc(C)nc3c(-c4ccc(OC)c(OC)c4)c(C)nn23)CC1` → -2%	-7%	4%[10 µM]	0%	4%	8%	?
# Record of `CC(C)CCNC(=O)C(c1ccncc1)N(C(=O)Cn1nnc(-c2ccc(F)cc2)n1)c1ccccc1F` (centres undefined) → 2%	0%	1%[10 µM]	-3%	6%	19%	-18%[46 µM]
# Record of `CC1CN(C(=O)c2ccc(CNS(=O)(=O)c3cccc(C(F)(F)F)c3)cc2)CC(C)O1` (centres undefined) → -7%	-4%	18%[1.9 µM]	14%	2%	-16%	-5%

# More compounds
SMILES,GAA inhib,GAA spleen mod,HTT ATP protect,CBFb RUNX1 block,GAA glycogen mod,HTT aggregate,Lamin A splicing
Cc1ccc(C(=O)CSc2nnnn2-c2ccccc2)o1,-2%,3%,-34%[inhibitor],-13%,2%,-8%,13%[46 µM]
O=C(C1CCCC1)N(c1ccccc1)C1C=CS(=O)(=O)C1 (centres undefined),1%,5%,14%,1%,-1%,-10%,-6%
Cc1ccc(N/N=C/c2ccc3c(c2)OCCO3)cc1Cl,5%,-1%,3%[10 µM],5%,?,4%,-9%
Cc1ccc(S(=O)(=O)NNc2ccccc2)c(C)c1,4%,-10%,8%[10 µM],2%,-28%,-16%,-16%
O=c1cc(NCc2ccccc2)c2ccccc2o1,-17%,3%,-17%[0.074 µM],0%,-1%,?,-17%
CC(=O)Nc1ccccc1NC(=O)C/C(C)=N/NC(=O)c1ccc([N+](=O)[O-])c(Cl)c1,1%,3%,/,-7%,5%,13%,11%
CCCN1CCN(C(=O)c2nn(-c3ccc(OC)cc3)c(=O)c3c2c2ccccc2n3C)CC1,-1%,6%,-23%,-1%,-9%,10%,/
COc1ccc2[nH]cc(CCNc3ncncc3-c3ccc(C(=O)N(C)C)cc3)c2c1,/,11%,?,/,/,/,-12%
c1ccc(-c2csc(Cc3nnc4n3CCCCC4)n2)cc1,1%,-5%,-4%,6%,-8%,-7%,-3%
CCOC(=O)c1cc(-c2ccccc2)sc1NC(=O)C(C)OC(=O)c1cccc(S(=O)(=O)N(C)C)c1 (centres undefined),-10%,-5%,15%[10 µM],-24%,2%,-9%,?
O=C(CSc1nnc(-c2cccc(F)c2)o1)Nc1nncs1,0%,1%,-65%[inhibitor],-28%,2%,-14%,/
O=C(NC1CCCCC1)C(c1ccc(F)cc1)N(Cc1cccs1)C(=O)CN1C(=O)c2ccccc2S1(=O)=O (centres undefined),-5%,-1%,-13%[10 µM],9%,-3%,?,-9%
COc1cc(OC)c(/C=N/NC(=O)c2ccc(Cn3nc([N+](=O)[O-])cc3C)cc2)c(OC)c1,-12%[15.4 µM],-15%,8%[10 µM],0%,3%,-5%[9.22 µM],/
O=S(=O)(N/N=C/c1ccc2c(c1)OCCO2)c1ccc(Cl)cc1,1%,3%,2%,2%,-3%,3%,?
CSc1n[nH]c(=O)n1-c1ccc(Cl)cc1,-5%,-4%,-9%[10 µM],6%,1%,18%[9.22 µM],/
CCOC(=O)c1c(NC(=O)COC(=O)CNC(=O)c2ccco2)sc(C(C)=O)c1C,2%,-10%,22%[10 µM],7%,1%,-1%,?
CN(C1CCCCC1)S(=O)(=O)c1ccc(S(=O)(=O)N(CC(=O)Nc2ccccc2)C2CC2)cc1,/,-3%,-3%[10 µM],6%,-15%,-1%[9.22 µM],/
O=C(NCc1ccco1)C(c1ccccc1)N(C(=O)Cc1cccs1)c1ccccc1F (centres undefined),-3%,-16%,-17%,-4%,-1%,?,4%
COc1cc(OC)cc(C(=O)N/N=C/c2ccc(OC)c(COc3ccc(F)cc3)c2)c1,-6%,-7%,-99%[inhibitor],3%,1%,9%,?
Cc1nn(CCC(=O)NNC(=S)Nc2ccc(F)cc2)c(C)c1[N+](=O)[O-],-1%,-4%,19%[10 µM],3%,?,14%,-5%
Nc1nc(COc2ccccc2C=O)nc(Nc2ccccc2)n1,/,3%,-4%[10 µM],8%,7%,18%[9.22 µM],/
CC(C)(C)OC(=O)NCCc1n[nH]c(=S)o1,/,2%,-2%[10 µM],-3%,6%,4%[9.22 µM],/
O=C(c1ccc(COc2ccccc2[N+](=O)[O-])o1)N1CCCCC1,-3%,-10%,-3%,-4%,-2%,-16%,?
CC1c2nc3ccccc3n2C(CC(=O)NC2CC2)C(=O)N1Cc1ccccc1 (centres undefined),10%,-8%,-2%,0%,-11%,-6%,/
O=C(Nc1ccn(-c2ccccc2)n1)c1ccccc1Br,-4%,-3%,-14%[1.9 µM],-2%,16%,26%,-3%
O=C(CN1C(=O)c2ccccc2S1(=O)=O)Nc1ccc(S(=O)(=O)N2CCCCCC2)cc1,?,-5%,-15%,5%,-10%,9%,-5%
O=C(COc1ccccc1-c1ccccc1)c1ccccc1,0%,-1%,12%[10 µM],3%,-9%,-12%,-12%
CCOC(=O)n1c(=O)n(Cc2ccc(Cl)c(Cl)c2)c2ccccc21,?,-1%,-15%[10 µM],21%,-10%,?,?
CCOc1cc(NC(=S)NCCCOC)c(OCC)cc1NC(=O)c1cccs1,-3%,3%,17%[1.9 µM],4%,-9%,-10%,-1%
O=C(Nc1ccc(S(=O)(=O)NCc2ccccc2)cc1)c1ccccc1[N+](=O)[O-],?,-3%,/,0%,-3%,-3%,?
COc1ccc(-n2c(SCC(=O)Nc3nccs3)nc3c(c2=O)SC(C)C3)cc1 (centres undefined),-2%,-12%,-1%[10 µM],-5%,6%,?,-15%
COc1nc(OC/C(N)=N/O)nc(N2CCOCC2)n1,?,-1%,12%,3%,5%,5%,11%
CCN1CCN(c2nc3c(c(=O)[nH]c(=O)n3C)n2CCCSc2ncccn2)CC1,-8%,3%,3%[0.074 µM],2%,6%,6%,-10%

# Part of the list above, with two lines to a compound.
# The line under a structure holds: GAA inhib, GAA spleen mod, HTT ATP protect, CBFb RUNX1 block, GAA glycogen mod, HTT aggregate, Lamin A splicing
COc1nc(OC/C(N)=N/O)nc(N2CCOCC2)n1
  ?, -1%, 12%, 3%, 5%, 5%, 11%
CC1c2nc3ccccc3n2C(CC(=O)NC2CC2)C(=O)N1Cc1ccccc1 (centres undefined)
  10%, -8%, -2%, 0%, -11%, -6%, /
O=C(c1ccc(COc2ccccc2[N+](=O)[O-])o1)N1CCCCC1
  -3%, -10%, -3%, -4%, -2%, -16%, ?
COc1ccc(-n2c(SCC(=O)Nc3nccs3)nc3c(c2=O)SC(C)C3)cc1 (centres undefined)
  -2%, -12%, -1%[10 µM], -5%, 6%, ?, -15%
CCN1CCN(c2nc3c(c(=O)[nH]c(=O)n3C)n2CCCSc2ncccn2)CC1
  -8%, 3%, 3%[0.074 µM], 2%, 6%, 6%, -10%
